ERp5 block: ERp5 (human) disulfide isomerase inhibition; ERp5 insulin aggregation, absorbance 650 nm, 90 min; AID 651711; Q15084; hit rate 0.05% among 350,000; inhibition, % at 9.99 µM;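 active = mean replicate inhibition above about 25%, with every replicate also reaching it, limit read from the data, passing the limit was not always enough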
RAD52 anneal inh: RAD52 (human) annealing inhibition. hit rate 0.46% among 360,000. recombinant RAD52 DNA annealing, FRET fluorescence. AID 651710. inhibition, % at 18.7 µM;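 active = every replicate showing at least 50% inhibition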
ARNT TACC3 PPI: ARNT/TACC3 interaction disruption | inhibition, % at 9.99 µM | Q9Y6A5 | hit rate 0.66% among 390,000 | AlphaScreen His-ARNT PAS-B/GST-TACC3 binding, luminescence; TACC3 fragment carries E629A point mutation | AID 623870;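 active = mean inhibition of replicates at least 50% and at least half of replicates each reaching 50%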;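 note: 0% = complete ARNT plus TACC3 wells and 100% = ARNT alone without TACC3; many hits fall short of the cut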
esBAF inh: SWI/SNF esBAF complex inhibition | mouse ES cells, Bmi1-luciferase knock-in reporter, 24 h; 100% = twice the neutral-well signal | reporter increase, % at 12.5 µM | hit rate 2% among 350,000 | AID 602393; in the data active = activation above about 40%;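 note: 0% = median of the plate's neutral control wells and 100% = double that signal; a rise in the Bmi1 reporter signal indicates esBAF inhibition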
PglD inh: PglD (C. jejuni) enzyme inhibition; inhibition, % at 12.5 µM; AID 602405; purified PglD enzyme, DTNB colorimetric CoA detection; hit rate 0.098% among 360,000; in the data active = inhibition above about 16%, passing the limit was not always enough; note: strong numbers were not always called active
RAD54 branch: blocks human RAD54 Holliday junction branch migration; Q92698; FAM/BHQ fluorescence; inhibition, % at 10.4 µM; hit rate 0.14% among 360,000;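 active = mean normalized replicate activity at least 40 and at least half of replicates scoring 40 or more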;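 note: 0% = median of neutral control wells and 100% = median of positive control wells; inhibitors cause a drop in the FAM fluorescence signal; in these data hits start at about 50%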
Target sequence (Q92698 whole entry, looked up): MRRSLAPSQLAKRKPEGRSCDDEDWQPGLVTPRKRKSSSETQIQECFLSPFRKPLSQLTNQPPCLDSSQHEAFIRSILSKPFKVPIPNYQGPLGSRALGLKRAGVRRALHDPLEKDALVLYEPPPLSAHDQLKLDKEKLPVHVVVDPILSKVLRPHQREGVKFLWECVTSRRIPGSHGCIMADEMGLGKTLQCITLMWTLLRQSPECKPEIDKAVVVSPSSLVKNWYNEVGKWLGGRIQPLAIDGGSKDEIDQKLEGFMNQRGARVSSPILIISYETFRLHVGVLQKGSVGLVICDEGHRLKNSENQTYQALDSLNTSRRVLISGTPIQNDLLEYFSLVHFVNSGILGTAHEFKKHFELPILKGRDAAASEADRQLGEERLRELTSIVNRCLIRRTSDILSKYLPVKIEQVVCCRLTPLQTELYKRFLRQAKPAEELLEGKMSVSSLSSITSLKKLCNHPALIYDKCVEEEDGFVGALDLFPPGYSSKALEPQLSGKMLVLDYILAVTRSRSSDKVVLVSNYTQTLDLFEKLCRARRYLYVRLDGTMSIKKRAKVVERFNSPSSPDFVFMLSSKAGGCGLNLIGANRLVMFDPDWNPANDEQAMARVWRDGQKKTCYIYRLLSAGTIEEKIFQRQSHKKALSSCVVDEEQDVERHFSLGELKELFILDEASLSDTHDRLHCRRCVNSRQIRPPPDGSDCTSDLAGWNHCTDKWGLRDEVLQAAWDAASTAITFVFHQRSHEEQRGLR
Casp6 inh: inhibitors of human caspase-6; purified caspase-6, Z-VEID-R110 cleavage fluorescence; inhibition, % at 12.5 µM; hit rate 0.53% among 350,000;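 active = mean inhibition across replicates at least about 35%, with every replicate also reaching that limit, limit read from the data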;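 note: 0% = median of neutral control wells and 100% = no fluorescence left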
Target sequence (P55212 24-179 limits assumed): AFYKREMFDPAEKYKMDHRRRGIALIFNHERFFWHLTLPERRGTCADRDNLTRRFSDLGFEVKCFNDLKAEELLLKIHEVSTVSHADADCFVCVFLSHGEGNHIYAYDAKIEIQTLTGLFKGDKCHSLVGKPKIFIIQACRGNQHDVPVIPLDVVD
Target sequence (P55212 194-293 limits assumed): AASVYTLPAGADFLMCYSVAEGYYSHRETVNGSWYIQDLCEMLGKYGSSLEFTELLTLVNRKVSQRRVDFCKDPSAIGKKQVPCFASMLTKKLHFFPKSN
E-selectin induc: induces E-selectin expression in human endothelial cells; HUVEC E-selectin immunofluorescence imaging; normalized: neutral wells 0, TNF-alpha wells 100; activation, % at 7.58 µM; hit rate 0.37% among 260,000; AID 686992;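 active = mean E-selectin-positive cell signal at least 10% of the positive control, reached in at least 60% of replicates, without over 20% cell loss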;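 note: in these data hits start at about 27%; measured in HUVEC primary endothelial cells; signal is the percent of cells scored E-selectin positive by PE staining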
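System: HUVEC, human umbilical vein endothelial cells; quantity: 3,000 cells/well; buffer or medium: EGM-2 medium, gelatin-coated wells; dosing: single-point compound dose; detection: immunofluorescence imaging; evaluation: % PE-positive cells; benchmarks: TNF-alpha, DMSO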
An asterisk follows results filed as active; . = no result given.

nr	SMILES	PglD inh	esBAF inh	RAD52 anneal inh	ERp5 block	Casp6 inh	ARNT TACC3 PPI	RAD54 branch	E-selectin induc
1	CC(=O)N1[C@@H](CO)[C@H](c2ccc(-c3ccccc3)cc2)[C@@H]1CNC(=O)C1CC1	1	1	.	.	.	-2	11	0.0
2	CCOc1ccc(S(=O)(=O)Oc2ccc3ccccc3c2)cc1	0	-6	.	.	.	-4	0	.
3	O=C(Nc1ccc2c(c1)OCCO2)C(c1ccccc1)n1c(=O)c(-c2ccco2)nc2ccccc21 (centres undefined)	.	.	-4	2	1	.	.	0.1
4	COc1ccc(CCNC(=O)C2CCN(S(=O)(=O)N3CC(C)CC(C)C3)CC2)cc1OC (centres undefined)	-1	-7	.	.	.	3	0	.
5	Cc1sc2ncn(CC(=O)NCC3COc4ccccc4O3)c(=O)c2c1S(=O)(=O)N1CCCCC1 (centres undefined)	.	.	-15	8	-1	2	.	.
6	COc1cc2ncnc(NCc3ccccc3F)c2cc1OC	-1	-2	-7	3	0	6	-1	.
7	Cc1nc(-n2cc(F)c(=O)[nH]c2=O)c2nc(C)oc2n1	-4	-3	.	.	.	0	0	.
8	O=[n+]1c2c(n([O-])c3cc(F)c(F)cc31)CCCC2	3	-2	.	.	.	15	-25	.
9	CC1(C)CC(=O)C(C=NC2CCCCC2)=C(O)C1	0	-13	.	.	.	-2	10	.
10	CCCN1C[C@H](C)[C@H](OC)CN(C)C(=O)c2cc(NC(=O)Nc3c(C)noc3C)ccc2OC[C@@H]1C	1	-5	5	1	0	-8	-3	0.1
11	Cc1ccnc(NC(=O)c2ccc(S(=O)(=O)c3ccccc3)cc2)c1	.	.	-43	5	4	.	.	-0.1
12	COC(=O)c1ccc(NC(=O)COc2ccc(C3C(C#N)=C(N)Oc4c3ccc3ccccc43)cc2OC)cc1 (centres undefined)	4	-6	.	.	.	-4	10	.
13	CCOC(=O)C1=C(COC(=O)CSc2ccc(Br)cc2)NC(=O)NC1C (centres undefined)	.	.	-12	2	6	-4	.	.
14	CC(C)[C@@H](C)NC(=O)N(C)C[C@H]1OCc2ccccc2-c2ccccc2C(=O)N([C@H](C)CO)C[C@@H]1C	1	-14	2	8	1	11	6	-0.6
15	CCCC(=O)Nc1ccc2c(c1)C(=O)N(C)[C@H]1CC[C@@H](CC(=O)O)O[C@H]1CO2	3	-5	5	0	-2	-6	-3	0.1
16	CCOc1ccc(NC(=O)CN(C)CC(=O)Nc2ccccc2C#N)cc1OCC	0	-7	.	.	.	0	0	.
17	S=c1[nH]c2ccc(Cc3ccc4[nH]c(=S)[nH]c4c3)cc2[nH]1	7	1	2	0	1	-5	2	.
18	COc1ccc(OC)c(NC(=O)[C@@]2(CC(=O)O)CC(/C=C/c3ccccc3)=NO2)c1	3	5	-12	-3	12	-4	-8	0.0
19	CN(C(=O)COC(=O)Cc1c(F)cccc1Cl)c1c(N)n(Cc2ccccc2)c(=O)[nH]c1=O	-1	-7	-13	5	2	2	0	.
20	O=C(C[C@@H]1CC[C@H](NS(=O)(=O)c2ccc(F)cc2)[C@@H](CO)O1)N1CCc2ccccc2C1	-2	4	-7	-10	-2	-4	3	0.1
21	CCN(C[C@@H]1N[C@@H](CO)[C@H]1c1ccc(-c2cccc(F)c2)cc1)C(=O)CN(C)C	-2	-12	38	-3	-50	9	15	-0.1
22	C[C@H](CO)N1C[C@H](C)[C@@H](CN(C)Cc2ccc(Cl)c(Cl)c2)OCCCC[C@H](C)Oc2ccc(N(C)C)cc2C1=O	.	.	12	5	0	.	.	0.5
23	CCOC(=O)C1=CCC(c2cccc(C)c2)N(S(=O)(=O)c2ccc(C)cc2)C1 (centres undefined)	-6	-7	-25	-7	0	.	0	2.7
24	C[C@@H]1CN([C@@H](C)CO)C(=O)c2cc(NC(=O)Nc3ccc4c(c3)OCO4)ccc2O[C@@H](C)CCCCO[C@@H]1CN(C)S(=O)(=O)c1ccc(Cl)cc1	4	1	3	1	2	-5	12	0.9
25	OC[C@@H]1[C@H](c2ccc(C#Cc3ccccc3F)cc2)[C@@H]2CN(CC3CCOCC3)CCCCN12	-1	6	.	.	.	4	2	-0.2
26	CCC(c1nnnn1CCc1ccccc1)N(Cc1ccco1)Cc1cc2cccc(C)c2[nH]c1=O (centres undefined)	6	1	.	.	.	0	-3	.
27	CCC(C(=O)NCc1ccco1)n1nc(C)n2c(cc3occc32)c1=O (centres undefined)	0	-3	-11	0	7	.	-3	.
28	COc1ccc(C2CC(=O)N(C)c3ccccc3S2)cc1OC (centres undefined)	.	28	-3	3	0	14	.	.
29	Cc1ccc(CNc2ncc(-c3ccc4c(c3)OCO4)n2C)cc1	-4	1	.	.	.	11	11	.
30	O=[N+]([O-])c1ccc(Cn2cc(-c3cccc(C(F)(F)F)c3)nn2)cc1	3	-8	3	-1	5	2	-9	.
31	C[C@H]1CN([C@@H](C)CO)C(=O)c2cc(NC(=O)Nc3ccc(F)cc3)ccc2O[C@@H]1CN(C)C(=O)Nc1ccccc1	-4	0	-9	1	2	-5	3	-0.3
32	CCCNC(=O)c1ccc(SCC(=O)N(CC)CC)c([N+](=O)[O-])c1	1	-6	-4	-1	-5	-2	2	-0.1
33	CC1CCCN(S(=O)(=O)c2ccc(NC(=O)CCN3C(=O)c4ccccc4C3=O)cc2)C1 (centres undefined)	-3	2	.	.	.	-2	11	.
34	O=C(Oc1ccc[nH]c1=O)c1cc([N+](=O)[O-])cc([N+](=O)[O-])c1	6	-9	-192	0	16	-4	-5	0.1
35	CNC(=S)N1CCc2cc(OC)c(OC)cc2C1COc1ccc(OC)cc1 (centres undefined)	.	.	-12	4	-1	0	.	-3.7
36	CCOc1cc(-n2ncc(C#N)c2N)nc(SC)n1	4	0	.	.	.	0	-6	.
37	OCCCNC(=S)Nc1ccc(Nc2ccccc2)cc1	-9	-56	-18	5	.	-17	-6	-1.0
38	COC(=O)c1ccc(/C=C/C(=O)OCC(=O)c2ccc[nH]2)cc1	0	5	-13	-5	6	7	-6	0.1
39	CC(=O)NC1=NN(C(C)=O)C(C)(c2cccc([N+](=O)[O-])c2)S1 (centres undefined)	.	.	-2	7	-1	11	.	-1.0
40	CCN(CC)CCN(C(=O)CCS(=O)(=O)c1ccccc1)c1nc2c(C)cc(C)cc2s1	0	-1	-2	1	-24	0	6	-0.4
41	CN1c2ccc(C#Cc3cccnc3)cc2[C@H]2[C@H](CCN2S(=O)(=O)c2ccccc2)[C@@H]1CO	0	7	15	6	-6	18	-15	0.2
42	CN1c2ccccc2C(O)=C(C(=S)Nc2ccc(Cl)cc2)S1(=O)=O	2	22	.	.	.	11	6	.
43	COc1ccc(C)cc1N(CC(=O)N1CCCC1)S(=O)(=O)c1ccccc1	-1	-7	-10	1	-9	-11	-7	0.0
44	CCC(C)(C(=O)NC1CCCCC1)N(Cc1ccco1)C(=O)c1cnccn1 (centres undefined)	0	1	.	.	.	-2	-3	.
45	COCC#Cc1ccc([C@H]2[C@H](CO)N3C(=O)CN(C(=O)C4CCCCC4)C[C@@H]23)cc1	.	.	-10	10	0	.	.	0.2
46	CN(C)CC(=O)N1[C@@H](C#N)[C@H](c2ccccc2-c2ccccc2F)[C@@H]1CO	.	.	-1	-6	-2	.	.	0.2
47	C[C@H]1CN([C@@H](C)CO)C(=O)c2cc(NC(=O)Cn3cnnn3)ccc2O[C@@H]1CN(C)C	24	0	-6	1	-7	-2	-4	.
48	CC(C)CC#Cc1cnc2c(c1)C(=O)N([C@H](C)CO)C[C@@H](C)[C@H](CN(C)C(=O)C1CCOCC1)O2	0	2	-5	2	0	3	-3	0.8
49	CCCN(CCC)CCNC(=O)c1cc2c(C)nc3ccccc3c2o1	1	-10	.	.	.	17	30	.
50	CCc1noc(C)c1C(=O)Nc1cc(Cl)ccc1N1CCCC1	-4	-7	-14	1	5	-2	-1	-0.3
51	Cc1ccc2cn[nH]c2c1[N+](=O)[O-]	.	.	-10	0	-1	.	.	-0.7
52	COCCNc1nc(-c2ccccc2)nc2c1oc1ccccc12	.	.	-17	3	-2	0	.	12
53	COc1ccc(S(=O)(=O)N(C)C[C@H]2OCCCC[C@@H](C)Oc3ccc(NS(=O)(=O)c4ccc(F)cc4)cc3C(=O)N([C@H](C)CO)C[C@@H]2C)cc1	2	-1	7	-4	4	-12	-2	0.0
54	Cn1c(CSc2nnc(SCc3ccccc3)s2)nc2ccccc21	4	9	-17	-12	4	-2	-3	.
55	COc1ccc(-c2nc3ccc(N4CCCC4)cc3c(=O)[nH]2)cc1OC	-3	-3	.	.	.	2	5	.
56	COc1ccc(NC(=O)Nc2ccc3c(c2)C(=O)N([C@@H](C)CO)C[C@@H](C)[C@H](CN(C)S(=O)(=O)c2ccccc2)O3)cc1	-3	-2	-6	-6	2	0	-6	.
57	O=C1c2ccccc2C(=O)N1CCCC(=O)N1CCCc2ccccc21	4	12	.	.	.	-7	-4	0.8
58	O=C(C[C@H]1C[C@H]2c3cc(NC(=O)Nc4ccccc4F)ccc3O[C@H]2[C@H](CO)O1)NCCc1ccccc1	-1	-1	-5	21	-1	-6	1	-0.1
59	O=C(NCc1ccc(Cl)cc1)c1cccc(S(=O)(=O)N2CCCC2)c1	1	4	-16	-4	1	3	-11	.
60	CCOC(=O)c1cc(=O)c2ccc(OCc3ccccc3)cc2o1	-3	-11	2	0	1	-11	-5	0.0

Next section, starting with the last 2 of the part before.
nr	SMILES	PglD inh	esBAF inh	RAD52 anneal inh	ERp5 block	Casp6 inh	ARNT TACC3 PPI	RAD54 branch	E-selectin induc
59	O=C(NCc1ccc(Cl)cc1)c1cccc(S(=O)(=O)N2CCCC2)c1	1	4	-16	-4	1	3	-11	.
60	CCOC(=O)c1cc(=O)c2ccc(OCc3ccccc3)cc2o1	-3	-11	2	0	1	-11	-5	0.0
61	COC(=O)C[C@H]1CC[C@H]2[C@H](COc3ccc(NC(=O)C4CCOCC4)cc3C(=O)N2C)O1	0	1	3	1	-1	-6	-15	0.0
62	O=C(CCC(=O)c1cccs1)OCC(=O)c1ccc(F)cc1	-4	-6	-11	-3	-1	-8	2	-0.4
63	COc1cccc(NC(=O)c2nnn(Cc3ccc(Br)cc3F)c2N)c1	-2	31	-5	4	4	.	1	0.3
64	CC(C)CNc1oc(-c2ccco2)nc1C#N	2	3	.	.	.	4	4	.
65	COC(=O)C1=C(C(=O)OC)SC2(S1)C(C(=O)OC)=C(C(=O)OC)SC1=C2c2cccc(C)c2NC1(C)C	-5	-11	.	.	.	4	1	.
66	CC1O[C@@H](O[C@H](C)CC[C@@H](C)O[C@H]2OC(C)[C@@H](O)C[C@H]2O)C(O)C[C@H]1O (some centres undefined)	0	-1	-4	-1	0	-5	-3	0.1
67	CN(Cc1ccon1)C(=O)CC1C(=O)NCCN1CC1CCCCC1 (centres undefined)	.	.	-15	2	1	-1	.	.
68	Cc1ccccc1OCC(=O)NNC(=O)Cc1ccc(S(=O)(=O)N2CCOCC2)s1	-4	-2	-5	-3	-2	1	0	0.1
69	O=C(CSc1ncnc2sccc12)NC1CCS(=O)(=O)C1 (centres undefined)	3	-10	-10	4	2	30	-2	0.3
70	CCS(=O)(=O)N1Cc2ccccc2CC1C(=O)N1CCN(c2cccc(C)c2C)CC1 (centres undefined)	3	-4	.	.	.	5	-7	.
71	COc1ccccc1C#Cc1ccc([C@H]2[C@H](C#N)N(C(=O)C3CCCCC3)[C@H]2CO)cc1	.	.	-6	1	0	.	.	-0.5
72	NC(=O)CSc1ccc(-c2ccc(F)cc2)nn1	.	.	-14	10	1	-3	.	.
73	COc1cccc(C(=O)COC(=O)CCC(=O)NC2CCCCC2)c1	2	-9	-11	4	1	.	-2	.
74	O=C(O)C1CC=C(Cl)CC1C(=O)NC1CCCCC1 (centres undefined)	-3	-6	.	.	.	-2	-5	.

High-throughput results deposited in PubChem by Broad Institute.
